Screening results: PubChem, National Center for Advancing Translational Sciences (NCATS)
TRPV1 ag – activates the human vanilloid receptor TRPV1. TRPV1-expressing cells, Fluo-8 calcium influx, agonist mode. Q8NER1. activation, % at 8.33 µM. 0.19% of 320,000 active; in the data active means activation above about 80%; inconclusive means between about 30% and that limit; further: 0% is about no effect
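Cells expressing TRPV1 were dye-loaded with Fluo-8 and read kinetically: 10 s baseline, 3 min after compound (agonist portion), then 2 min after EC20 capsaicin (allosteric enhancer portion). Calcium-bound dye fluorescence at 480/520 nm.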
ELG1 DNA repair – ELG1-dependent DNA repair inhibition. HEK293T ELG1-luciferase reporter, luminescence, 16 h; DNA damage induced by 5-fluorouridine. 2.3% of 330,000 active. Potency, µM (top dose mostly 46.1 µM), for inactives: top-dose activity change, negative = inhibition, actives largely listed as inhibitors; further: potency means the concentration at half of the fitted maximal effect; on the % scale 0 is the no-effect control and ±100 the full control effect; nearly all actives have a fitted effect of over 55% in size
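In this reporter screen, reduction of luminescence relative to DMSO vehicle indicated activity. Compounds and 5-fluorouridine were added together to 2,000 cells per well, incubated for 16 hr at 37 °C, then developed with ONE-Glo.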
FLuc modulator – firefly luciferase modulation, counter-screen for miR-21 project; P08659; 6.9% of 360,000 active; purified FLuc, Km substrates, luminescence inhibition; AID 588342; Potency, µM (titrated, usually from 57.5 µM), for the others: at the highest dose activity change, negative = inhibition, actives largely listed as inhibitors;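 further: potency means the concentration at half of the fitted maximal effect; plate controls were vehicle for no effect and reference inhibitor for full effect; nearly all actives have a fitted effect of over 55% in size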
Target sequence (P08659 whole entry, looked up): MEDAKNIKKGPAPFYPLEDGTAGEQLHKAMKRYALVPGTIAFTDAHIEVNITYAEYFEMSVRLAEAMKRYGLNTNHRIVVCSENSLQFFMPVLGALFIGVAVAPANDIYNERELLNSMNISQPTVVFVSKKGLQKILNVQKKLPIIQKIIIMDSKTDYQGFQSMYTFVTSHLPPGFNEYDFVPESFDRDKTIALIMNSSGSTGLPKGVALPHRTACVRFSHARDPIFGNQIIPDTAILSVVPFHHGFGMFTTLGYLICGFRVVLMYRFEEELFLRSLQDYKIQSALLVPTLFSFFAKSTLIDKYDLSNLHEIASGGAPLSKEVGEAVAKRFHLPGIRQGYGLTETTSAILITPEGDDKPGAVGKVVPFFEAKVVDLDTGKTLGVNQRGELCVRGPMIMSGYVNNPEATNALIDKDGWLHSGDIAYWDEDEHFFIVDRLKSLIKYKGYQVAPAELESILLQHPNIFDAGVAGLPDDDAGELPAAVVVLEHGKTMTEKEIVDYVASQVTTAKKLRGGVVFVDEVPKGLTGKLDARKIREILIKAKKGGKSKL
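Purified P. pyralis luciferase, 10 nM final, with Km-level 10 uM D-luciferin and 10 uM ATP in 50 mM Tris acetate pH 7.5, 10 mM Mg acetate, 0.01% Tween-20, 0.05% BSA; 6-point qHTS titration about 60 µM downward; luminescence read.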
ELG1 genotoxic – genotoxicity induction in ELG1-luciferase HEK293T cells; HEK293T ELG1-luciferase reporter, luminescence, 16 h; Potency, µM (titrated, usually from 46 µM), without a hit: top-dose activity change, positive = activation, hits mostly activators; AID 504466; 1.3% of 330,000 active; further: potency means the concentration at half of the fitted maximal effect; % of control where 0% means no effect; nearly all actives have a fitted effect of over 60% in size
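After overnight (16 hr) compound treatment at 37 °C, ELG1-luciferase HEK293T cells were lysed with ONE-Glo; luminescence quantified 30 min later at room temperature.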
BRCA1 expr up – BRCA1 expression activation; MCF7-BRCA1-FFLuc reporter, luminescence, 48 h; response scale: scaled: vehicle 0%, 10 µM genistein 100%; Potency, µM (titrated, usually from 46.1 µM), without a hit: at the top dose activation, actives largely listed as activators; 1.1% of 380,000 active; AID 624202; further: potency means the concentration at half of the fitted maximal effect; nearly all actives have a fitted effect of over 80% in size; some results filed as inactive show a strong effect at the top dose
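Quantitative HTS in MCF7 cells stably reporting BRCA1 expression via firefly luciferase. Compound treatment lasts 48 h at 37 °C in phenol-red free MEM. Activation is expressed relative to genistein at 10 microM and DMSO.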
NPC1 prom act – NPC1 promoter activation; AID 485313; Potency, µM (series often up to 9.22 µM), for inactives: top-dose activation, usual class: activators; 2.4% of 320,000 active; Huh7 NPC1 promoter luciferase reporter, 24 h;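 further: potency means the concentration at half of the fitted maximal effect; % of control where 0% means no effect; nearly all actives have a fitted effect of over 60% in size; reporter is driven by a mutant NPC1 promoter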
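Stably transfected Huh7 (NPC1 promoter→luciferase), 1500 cells/well in Opti-MEM + 10% FBS, 2 h settle, then compound 24 h at 37 °C. Luminescence after 10 min with Amplite reagent.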
VP16 counter – Gal4-VP16 reporter inhibition counter-screen | Potency, µM (doses to about 53.6 µM), inactives show at the top dose activity, negative = inhibition, usual class: inhibitors | 3.5% of 310,000 active | Drosophila S2 Gal4-VP16 UAS-luciferase, luminescence, 20 h;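 further: Gal4-VP16 expression switched on by copper sulfate through the metallothionein promoter; potency means the concentration at half of the fitted maximal effect; on the % scale 0 is the no-effect control and ±100 the full control effect; nearly all actives have a fitted effect of over 50% in size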
RORgamma inh – blocks mouse ROR gamma transcriptional activity | Potency, µM (titrated, usually from 53.6 µM), for the others: top-dose activity change, negative = inhibition, actives largely listed as inhibitors | P51450 | AID 2551 | Drosophila S2 Gal4-RORgamma UAS-luciferase reporter, 20 h | 5.4% of 310,000 active; further: potency means the concentration at half of the fitted maximal effect; on the % scale 0 is the no-effect control and ±100 the full control effect; nearly all actives have a fitted effect of over 60% in size
Target sequence (P51450 whole entry, looked up, the tested form may be a part): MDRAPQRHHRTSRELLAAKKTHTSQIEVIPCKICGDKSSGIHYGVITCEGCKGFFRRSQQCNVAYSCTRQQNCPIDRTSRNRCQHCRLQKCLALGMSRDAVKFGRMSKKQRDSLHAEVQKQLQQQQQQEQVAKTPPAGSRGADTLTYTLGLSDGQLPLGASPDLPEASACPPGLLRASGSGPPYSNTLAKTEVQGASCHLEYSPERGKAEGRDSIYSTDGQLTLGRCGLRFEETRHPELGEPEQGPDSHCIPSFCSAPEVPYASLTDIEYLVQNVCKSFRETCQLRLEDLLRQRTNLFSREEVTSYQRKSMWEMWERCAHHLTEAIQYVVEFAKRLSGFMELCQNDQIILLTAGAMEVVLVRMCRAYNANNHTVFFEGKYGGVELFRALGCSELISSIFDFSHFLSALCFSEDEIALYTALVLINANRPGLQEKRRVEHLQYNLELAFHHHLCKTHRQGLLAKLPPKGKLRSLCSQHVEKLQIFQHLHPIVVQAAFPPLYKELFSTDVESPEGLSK
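Stably transfected Drosophila Schneider cells are the test system, with ROR gamma fused to Gal4 and luciferase under UAS control; luminescence is read after 20 hr of 700 uM copper sulfate induction at ambient temperature.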
Rab9 promoter act – Rab9 promoter activation. 2.8% of 320,000 active. Potency, µM (highest dose often 9.22 µM), for inactives: at the top dose activation, negative = inhibition, usual class: activators. Huh7 Rab9 promoter-luciferase reporter, luminescence, 24 h; further: potency means the concentration at half of the fitted maximal effect; % of control where 0% means no effect; nearly all actives have a fitted effect of over 60% in size
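Using Huh7 cells stably transfected with Rab9 promoter–luciferase, compounds were incubated 24 h at 37 °C, 5% CO2; luciferase luminescence was read 10 min after reagent addition.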
p53 reactivation – mutant p53 re-activation in reporter cells; H1299 p53-A138V BP100-luciferase reporter, luminescence, 24 h; 0.063% of 320,000 active; Potency, µM (series often up to 92.2 µM), inactives show at the top dose activity change, positive = activation, hits mostly activators; further: potency means the concentration at half of the fitted maximal effect; % of control where 0% means no effect; nearly all actives have a fitted effect of over 45% in size
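H1299 (p53-null), stable ts p53-A138V + BP100-Luc; 1000 cells/well, Opti-MEM/10% FBS; cpd 4 pt, 1:5; 24 h, 37 deg C, 5% CO2; detection reagent 10 min RT; luminescence.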
Tb PFK block – T. brucei PFK enzyme inhibition. O15648. T. brucei PFK, ADP-Glo luminescence. Potency, µM (titrated, usually from 57.5 µM), for the others: at the highest dose activity, negative = inhibition, actives largely listed as inhibitors. 0.17% of 330,000 active. AID 485367;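 further: potency means the concentration at half of the fitted maximal effect; 0% = uninhibited 1x PFK enzyme wells and -100% = no-enzyme wells; nearly all actives have a fitted effect of over 60% in size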
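In TEA buffer at pH 8.0 with 5 mM MgCl2, enzyme (1.25 nM) converted F6P (0.5 mM) and ATP (0.1 mM) for 45 min at room temperature. ADP product was read by luciferase luminescence.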
Starred values were filed as active, the others as inactive; ? = inconclusive; · = not tested or not shown; [ ] = another dose, or the depositor's remark. Unless noted, the call rests on the fitted dose curve; in most records, active means well fitted curve in the direction sought with a large enough effect; inconclusive means small, poorly fitted or top-dose-only effect, or another doubt; inactive means no such curve, though single readings can be large; an effect the other way counts as inactive or inconclusive. Rows are unselected. Share with any hit: about 15%.

The line under a structure holds: ELG1 DNA repair, FLuc modulator, RORgamma inh, TRPV1 ag, p53 reactivation, ELG1 genotoxic, Tb PFK block, BRCA1 expr up, NPC1 prom act, Rab9 promoter act, VP16 counter
- N#Cc1ccc(OCc2nnc(SCC(=O)N3CCCc4ccccc43)n2-c2ccccc2)cc1
 : ?, 6%, 3%, 7, -4%, -4%, -2%, -40%, -6%, -8%, 0%
- Cc1cc(C)c(O)c(N)c1
 : 0%, 2%, -17%, 0, 4%, 1%, -11%, ·, 1%, 1%, -8%
- CC(=O)c1sc(Nc2nc3ccc(F)cc3s2)nc1C
 : ?, 3.4µM*, 3.2µM*, 1, ?, 3%, -1%, 0%, 2.8µM*, 1.8µM*, 11µM*
- O=C(CSc1nc2ccccc2c(=O)[nH]1)Nc1ccc(Br)cc1
 : 1%, -2%, -5%, -2, 1%, 17%, 4%, 4%, 1%, 1%, -4%
- N#Cc1ccc(-c2cn(-c3ccccc3)c3[n+]2CCCS3)cc1
 : -3%, -1%, -8%, -2, 1%, 0%, -4%, 9%, -2%, -3%, 7%
- CC1CCCN(CCCN2C(=O)C3C(C(=O)Nc4cccc(Cl)c4)C4C=CC3(O4)C2C(=O)NC2CCCCC2)C1 (stereo not given)
 : 0%, 1%, 2%, 1, -1%, 6%, 9%, -60%, -8%, 1%, 3%
- COc1ccc(CNC(=O)[C@H](C)NC(=O)[C@@H]2Cc3ccccc3CN2)cc1
 : -8%, -1%, -5%, 1, 4%, 0%, -1%, -2%, 0%, 0%, -5%
- OCCN1CCN(C(=S)Nc2ccccc2)CC1
 : 1%, 4%, -4%, 1, -5%, 0%, 3%, -15%, -3%, -10%, -10%
- COc1ccc(N2CCN(c3ncnc4nc[nH]c34)CC2)cc1
 : ?, -14%, -27%, 0, 16%, 3%, 5%, 12%, -1%, 13%, -24%
- COc1ccc(-c2c3c(=O)n(C)c(=O)n(C)c3cn2NC(C)=O)cc1
 : 12%, 1%, -25%, 2, 2%, 3%, 3%, -4%, -1%, 1%, -1%

Shown as a hit in Rab9 promoter act (from the list above):
compound	RORgamma inh	TRPV1 ag	p53 reactivation	Tb PFK block	BRCA1 expr up	NPC1 prom act	Rab9 promoter act
CC(=O)c1sc(Nc2nc3ccc(F)cc3s2)nc1C	3.2µM*	1	?	-1%	0%	2.8µM*	1.8µM*

A stretch from the list above, for reference:
The line under a structure holds: ELG1 DNA repair, FLuc modulator, RORgamma inh, TRPV1 ag, p53 reactivation, ELG1 genotoxic, Tb PFK block, BRCA1 expr up, NPC1 prom act, Rab9 promoter act, VP16 counter
- N#Cc1ccc(OCc2nnc(SCC(=O)N3CCCc4ccccc43)n2-c2ccccc2)cc1
 : ?, 6%, 3%, 7, -4%, -4%, -2%, -40%, -6%, -8%, 0%
- Cc1cc(C)c(O)c(N)c1
 : 0%, 2%, -17%, 0, 4%, 1%, -11%, ·, 1%, 1%, -8%
- CC(=O)c1sc(Nc2nc3ccc(F)cc3s2)nc1C
 : ?, 3.4µM*, 3.2µM*, 1, ?, 3%, -1%, 0%, 2.8µM*, 1.8µM*, 11µM*

Additional records follow.
The line under a structure holds: ELG1 DNA repair, FLuc modulator, RORgamma inh, TRPV1 ag, p53 reactivation, ELG1 genotoxic, Tb PFK block, BRCA1 expr up, NPC1 prom act, Rab9 promoter act, VP16 counter
- O=[N+]([O-])c1ccc(S(=O)(=O)NCC(c2cccnc2)N2CCc3ccccc32)cc1 (stereo not given)
 : -9%, -1%, ·, 0, 0%, -2%, -1%, -21%, -2%, -4%, ·
- O=C(CN(Cc1ccco1)C(=O)CNS(=O)(=O)c1ccccc1)NC1CCCCC1
 : 2%, 2%, -2%, -1, -3%, 1%, 5%, 31%, -1%, 3%, 5%
- O=C(Cn1cc2c(n1)CCCCC2)NC1CCCCCC1
 : ?, ?, 5%, 21, ?, 16%, -2%, 8.9µM*, 21%, ?, ?
- CN(C(=O)COC(=O)c1ccccc1SCC(=O)NC1CCCCCCC1)C1CCS(=O)(=O)C1 (stereo not given)
 : 21%, -1%, ?, 3, 1%, 2%, 8%, -29%, 0%, -4%, 6%
- O=C1C=CN(C(=O)Oc2ccccc2)CC1
 : -2%, -2%, 17%[10 µM], -5, 0%, 0%, -5%, -4%, 2%, 0%, -2%
- O=C(O)Cn1c(SC2CCCCC2)nc2ccccc21
 : 17%, -8%, 3%, 0, 17%, 2%, 0%, 33%, -3%, 0%, 2%
- Cc1ccc(NC(=O)COC(=O)Cn2ccc(=O)[nH]c2=O)cc1C
 : ?, ·, ·, ·, 4%, 4%, -1%, 1%, ·, ·, ·
- CN(C)c1c(N)[nH]c2c(c1=O)c(=O)n(C)c(=O)n2C
 : 0%, -1%, 25%, 1, -7%, -2%, -5%, -23%, -4%, -8%, -8%
- COc1ccc(C(=O)NC(CC(=O)O)c2cc([N+](=O)[O-])ccc2Cl)c(SC)c1 (stereo not given)
 : 9%, ?, 18%, 2, -1%, 6%, -14%, -5%, -3%, -1%, -11%
- Cn1c(SCC(=O)NCc2ccc3c(c2)OCO3)nnc1C1COc2ccccc2O1 (stereo not given)
 : -9%, 2%[2.3 µM], -25%, -2, -6%, -1%, 5%, 10%, 5%, -2%, -6%
- CCCCn1nnnc1NCc1cccc(OC)c1OC
 : -4%, 5%, -9%, 0, -1%, 1%, -3%, -5%, 14%, -6%, -2%
- Cc1cc(Cl)c2oc(C(=O)N3CCN(C4CCS(=O)(=O)C4)CC3)c(C)c2c1 (stereo not given)
 : -5%, 2%, -12%, 0, -3%, 6%, 13%, -12%, 0%, -1%, 0%
- COc1ccc(OC)c(NC(=O)Nc2cccnc2)c1
 : -5%, -16%, 0%, ?, 7%, -2%, -6%, -18%, 3%, -1%, 2%
- S=c1[nH]nc(C2CCCCC2)n1/N=C/c1ccccc1Br
 : 4%, 7%, ?, 1, 5%, 1%, -22%, -6%, 3%, 5%, ?
- COc1ccc(-n2nc([N+](=O)[O-])c(=NCCc3ccc(OC)c(OC)c3)n2O)cc1
 : ?, 1%, 4%[10 µM], 4, 4%, -7%, 0%, -14%, -1%, -1%, -9%
- S=c1[nH]nc(CCc2ccc(Cl)cc2)o1
 : 19%, -21%, 7.9µM*, 0, 8%, -2%, 3%, -3%, 1%, -4%, ?
- CCOC(=O)c1ccc2c(c1)[n+](CC)c(C)n2-c1ccccc1
 : 5%, 0%, 21%, -3, 0%, -1%, 2%, -4%, -9%, -1%, 2%
- CC1Cc2ccccc2N1Cc1cc(=O)n2ccsc2n1 (stereo not given)
 : 5%, -2%, 30%, -1, 6%, 1%, 1%, -35%, 1%, 4%, -12%
- Cc1ccccc1Nc1c(F)c(F)c(F)c(F)c1C(=O)O
 : 20%, ?, 4%, -2, 1%, 1%, -4%, -14%, -7%, -2%, -6%
- COc1ccc(Cl)cc1NC(=O)Nc1cnccn1
 : -2%, 4%, 18%, 3, -10%, 5%, 4%, -55%, 9%, 0%, 8%

In the list so far, 2 have a furan ring, fused or not.
The line under a structure holds: ELG1 DNA repair, FLuc modulator, RORgamma inh, TRPV1 ag, p53 reactivation, ELG1 genotoxic, Tb PFK block, BRCA1 expr up, NPC1 prom act, Rab9 promoter act, VP16 counter
- O=C(CN(Cc1ccco1)C(=O)CNS(=O)(=O)c1ccccc1)NC1CCCCC1
 : 2%, 2%, -2%, -1, -3%, 1%, 5%, 31%, -1%, 3%, 5%
- Cc1cc(Cl)c2oc(C(=O)N3CCN(C4CCS(=O)(=O)C4)CC3)c(C)c2c1 (stereo not given)
 : -5%, 2%, -12%, 0, -3%, 6%, 13%, -12%, 0%, -1%, 0%

(continued)
The line under a structure holds: ELG1 DNA repair, FLuc modulator, RORgamma inh, TRPV1 ag, p53 reactivation, ELG1 genotoxic, Tb PFK block, BRCA1 expr up, NPC1 prom act, Rab9 promoter act, VP16 counter
- Cc1cc(C(=O)COC(=O)c2cccc(NS(C)(=O)=O)c2)c(C)n1CC1CCCO1 (stereo not given)
 : ?, ·, ·, ·, 15%, ?, 5%, -36%, ·, ·, ·
- CC(C)[C@H](NC(=O)c1ccc(F)cc1)C(=O)N(C)Cc1cccs1
 : 10%, 6%, ·, 1, 4%, 1%, 2%, 11%, 0%, -1%, ·
- O=C(CCn1c(=O)oc2ccc(Cl)cc21)NCCCN1CCOCC1
 : 6%, -2%, -20%, -3, -1%, 1%, 4%, -11%, 1%, -1%, -1%
- CN1CCN(C(=O)/C=C/c2ccc(C#N)cc2)CC1
 : -7%, -1%, 17%, -2, 0%, -5%, 0%, -3%, 2%, 0%, 5%
- C[C@H](CO)N1C[C@H](C)[C@@H](CN(C)S(=O)(=O)c2ccc(F)cc2)Oc2c(NC(=O)Cc3ccccc3)cccc2C1=O
 : ?, ·, ·, ·, 16%, 5%, 7%, 3%, ·, ·, ·
